Screening results (PubChem BioAssay)
hcGAS lum = Primary biochemical luminescence assay for human cyclic GMP-AMP synthase inhibitors; AID 1259398, 2018; Q8N884; 290,000 compounds, 0.081% hits; recombinant h-cGAS, ATP depletion, Kinase-Glo luminescence; inhibition, % at 12.5 µM;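 note: 0% = vehicle reaction and 100% = reaction without DNA for no activity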
Target sequence (Q8N884 whole entry, looked up): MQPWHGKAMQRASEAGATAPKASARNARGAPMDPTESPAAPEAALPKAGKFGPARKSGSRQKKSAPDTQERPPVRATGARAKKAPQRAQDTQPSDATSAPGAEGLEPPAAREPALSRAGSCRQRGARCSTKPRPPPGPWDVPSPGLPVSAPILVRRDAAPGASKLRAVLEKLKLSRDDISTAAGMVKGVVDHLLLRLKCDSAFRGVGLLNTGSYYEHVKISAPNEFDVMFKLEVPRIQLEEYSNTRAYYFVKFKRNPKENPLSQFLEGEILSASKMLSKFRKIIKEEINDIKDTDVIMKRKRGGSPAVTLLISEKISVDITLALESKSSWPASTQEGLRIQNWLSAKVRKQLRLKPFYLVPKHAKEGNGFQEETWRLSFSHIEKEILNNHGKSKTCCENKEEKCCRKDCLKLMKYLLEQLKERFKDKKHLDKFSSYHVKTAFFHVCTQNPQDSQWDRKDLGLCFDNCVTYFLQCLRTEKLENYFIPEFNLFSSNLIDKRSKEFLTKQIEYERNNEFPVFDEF
mcGAS lum = cyclic GMP-AMP synthase inhibitors, mouse, primary biochemical chemiluminescence; 160,000 compounds, 0.15% hits; Q8C6L5; inhibition, % at 12.5 µM; recombinant cGAS, Kinase-Glo ATP depletion luminescence;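 note: 0% = negative control wells and 100% = reference inhibitor with no enzyme activity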
NPYLR7 ag = agonists of mosquito NPYLR7 receptor, primary screen, cell-based, Aedes aegypti, calcium fluorescence, mosquito biting behavior. AID 1259423, 2018. activation, % at 10 µM. 270,000 compounds, 0.15% hits. Aedes aegypti neuropeptide Y-like receptor 7 (NPYLR7). HEK293T NPYLR7/Galpha15, GCaMP6s calcium fluorescence; in the data active = activation above about 40%;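 note: 0% = vehicle and 100% = reference agonist at the receptor; some compounds past the cut are filed as inactive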
An asterisk follows results filed as active; · = not tested or not shown; & = joins results of further samples. Cut-off read from the data, not from the text of the source, unless noted: active = inhibition above about 40%; inactive = the rest. An unsorted share of the library. Share with any hit: about 0.29%.

A first look (seven entries):
SMILES	hcGAS lum	mcGAS lum	NPYLR7 ag
Cc1nc(CN(C)C(=O)CC2(c3ccccc3F)CC(=O)N(C3CCCCC3)C2=O)cs1 (stereo unspecified)	-8	-12	21
CCCc1c(C)nn(-c2ccc(C(=O)NC3CCC(C(C)(C)C)CC3)cc2)c1C (stereo unspecified)	-9	-3	-7
Cc1ccc2c(c1)C(=C(C#N)C#N)C=C(c1ccc3c(c1)OCCCO3)O2	1	·	4
O=c1oc2cc(Br)c(O)cc2c2c1NCCC2	-1	·	11
O=c1c2c(-c3ccccc3)csc2nc2c3ccccc3c(N3CCCCC3)nn12	-1	-2	-7
Cc1ccc(-c2nc(C)c(C(C)C)c(N3CCN(C(=O)Nc4ccc(F)c(Cl)c4)CC3)n2)cc1	1	-4	4
COc1ccc(-n2c(C)cn3c4c(=O)n(CCN5CCOCC5)c(=O)n(C)c4nc23)cc1	-6	-5	5

Results, from the start:
SMILES	hcGAS lum	mcGAS lum	NPYLR7 ag
Cc1nc(CN(C)C(=O)CC2(c3ccccc3F)CC(=O)N(C3CCCCC3)C2=O)cs1 (stereo unspecified)	-8	-12	21
CCCc1c(C)nn(-c2ccc(C(=O)NC3CCC(C(C)(C)C)CC3)cc2)c1C (stereo unspecified)	-9	-3	-7
Cc1ccc2c(c1)C(=C(C#N)C#N)C=C(c1ccc3c(c1)OCCCO3)O2	1	·	4
O=c1oc2cc(Br)c(O)cc2c2c1NCCC2	-1	·	11
O=c1c2c(-c3ccccc3)csc2nc2c3ccccc3c(N3CCCCC3)nn12	-1	-2	-7
Cc1ccc(-c2nc(C)c(C(C)C)c(N3CCN(C(=O)Nc4ccc(F)c(Cl)c4)CC3)n2)cc1	1	-4	4
COc1ccc(-n2c(C)cn3c4c(=O)n(CCN5CCOCC5)c(=O)n(C)c4nc23)cc1	-6	-5	5
COc1ccccc1-c1nccnc1NCCc1ccncc1	-2	-3	10
CC(=O)NC(C)c1ccc(-c2ccn[nH]2)cc1 (stereo unspecified)	0	-9	1
CNC(=O)c1nn(CN(C)Cc2ccc(OC)cc2)c(=O)c2ccccc12	1	-2	2
COC(=O)CCCCCN	-7	-9	-4
Cc1nc(C)c(CC(=O)N(C)C2Cc3ccccc3C2)c(=O)[nH]1	-2	-19	1
Cc1cc(C(=O)N(CCCN(C)C)c2nc3ccccc3s2)nn1C	3	0	16
COC(C)(C)CC(C)NCc1ccc2nonc2c1 (stereo unspecified)	-4	-6	-8
Cc1cccc(CN2CCN(c3ccc4c(c3)OCO4)C(=O)C2C)c1 (stereo unspecified)	0	·	-1
COc1cccc(C2=NN(C(=O)CN3CCOCC3)C(c3ccccc3Cl)C2)c1 (stereo unspecified)	1	0	-1
CC(=O)CSc1nc2sc(C)c(C)c2c(=O)n1C1CCCCC1	-5	·	1
COCCN(CC1CCCN(C2Cc3ccccc3C2)C1)C(=O)/C=C/c1ccc(OC)cc1 (stereo unspecified)	-3	·	4
CCOC(=O)C1CCCCN1C(=O)C1OC(c2ccncc2)=NN1C(C)=O (stereo unspecified)	0	·	-5
O=S(=O)(C1CC1)N1CCCCC1c1nncn1CC1CC1 (stereo unspecified)	-11	-6	·
CCCCCC1=CCCC1=NNC(=O)C(N)=O	-5	·	5
O=S(=O)(c1ccc(F)cc1)N1CCN(C(c2ccccc2)c2ccc(Br)cc2)CC1 (stereo unspecified)	-4	-8	31
CC(=O)NCCNC(=O)Nc1cn(C)c2ccccc12	-7	-11	3
Cc1ccc(S(=O)(=O)Nc2ccc3oc(C)c(C(=O)OC(C)C)c3c2)cc1[N+](=O)[O-]	-5	-6	-8
Cc1ccc(CN(Cc2ccc(F)cc2)C(=O)CN(CCN2CCOCC2)C(=O)CCc2ccccc2)s1	-13	-9	·
Cn1cc(S(=O)(=O)N2CCC(CCC(=O)NCC3CCCO3)CC2)cn1 (stereo unspecified)	-14	-7	·
CCCC1=NCCn2cccc21	-5	-5	4
N[C@@H]1CCCCN(c2c(F)cc3c(=O)c(C(=O)O)cn(C4CC4)c3c2Cl)C1	-8	-8	4
COc1ccccc1-c1onc(C)c1C(=O)NCCCN1CCOCC1	-6	-8	2
COc1cccc2cc(C(=O)Nc3ccc(Oc4ccccc4)cc3)c(=O)oc12	-4	-5	-12
COc1cccc(-c2nnc(SCc3ccc(C(=O)N4CCN(C)CC4)cc3)n2-c2cccc(C)c2)c1	-5	-4	19
O=C1OCCN1CCNCC1(O)CCCN(Cc2ccc(F)c(F)c2)C1=O (stereo unspecified)	-2	-8	-1
CC1CN(c2ccc(C#N)cn2)CC(c2ccsc2)O1 (stereo unspecified)	5	·	3
CCCCCCN(C(=O)c1cccc(Br)c1)C(CC)c1nc2ccccc2c(=O)n1-c1ccc(OC)cc1 (stereo unspecified)	-3	-5	·
Cc1ccccc1CN1CCN(c2ncc(C(=O)Nc3ccccc3)s2)C1=O	-1	·	5
COc1cc(/C=C2/C(=O)N(c3ccc(Cl)c(Cl)c3)N=C2C)cc(Br)c1O	0	1	-1
CCc1nc2ccc(C(=O)NCc3ccccc3OC)cn2c1N(CC)CC(=O)N(C)C	-7	-2	17
Cc1ccccc1Cn1ccnc1CN(CC1CC1)C(=O)c1ccc(Cl)cc1	2	1	-8
Cc1[nH]c(=O)c(C#N)cc1-c1ccc2nccn2c1	4	-2	1
COc1ccc(C2c3cccn3-c3ccccc3N2C(=O)CN(C(=O)c2ccc(C(F)(F)F)cc2)C(C)C)cc1 (stereo unspecified)	4	4	-3

2 of these compounds, set out differently:
Compound: COc1cccc(-c2nnc(SCc3ccc(C(=O)N4CCN(C)CC4)cc3)n2-c2cccc(C)c2)c1
  hcGAS lum: -5
  mcGAS lum: -4
  NPYLR7 ag: 19
Compound: O=C1OCCN1CCNCC1(O)CCCN(Cc2ccc(F)c(F)c2)C1=O (stereo unspecified)
  hcGAS lum: -2
  mcGAS lum: -8
  NPYLR7 ag: -1

Remaining list, next part.
SMILES	hcGAS lum	mcGAS lum	NPYLR7 ag
COc1ccc(C(C)=O)cc1CC(=O)N1CCCc2c(C(=O)NC(C)C)cccc21	-5	·	-1
Cc1ccnc(Nc2ccc(N3CCN(C(=O)C4CCCCC4)CC3)nn2)c1	-12	·	13
COc1ccc(S(=O)(=O)Oc2ccccc2CNC2CC2)cc1	-2	·	3
CCOC(=O)c1ccc2c(c1)nc(SCc1c(F)ccc(F)c1Cl)n2Cc1ccc(C(F)(F)F)cc1	-3	-6	2
COc1ccccc1-c1cc(C(=O)O)nc2cc(C(C)(C)C)nn12	-4	·	-5
Cc1cccc2nc(-c3ccc(C(C)(C)C)cc3)c(NC(C)(C)C)n12	-4&0	-8&-5	-4&-1
CCOCCCn1c(SCc2ccc(OCC)cc2)nc2cc(S(=O)(=O)N3CCCC(C)C3)ccc21 (stereo unspecified)	-3	-4	5
O=C(COc1c(F)c(F)cc(F)c1F)NNC(=O)CC1CCS(=O)(=O)C1 (stereo unspecified)	-3	·	2
Cc1nc2sccn2c1C(=O)N1CCCC(CNS(=O)(=O)c2cccs2)C1 (stereo unspecified)	-8&-5	-5	3&-3
CC(=O)Oc1ccc(CN2C(=O)C(Cc3ccccc3)ON=C2c2ccccc2)cc1 (stereo unspecified)	0	·	8
CCCCc1nc(N2CCCN(C(=O)c3cccc(C(F)(F)F)c3)CC2)c2c(C)nn(-c3ccccc3)c2n1	-6	-4	2
CO[C@H](C(=O)NC1CCN(Cc2cccc(O)c2)CC1)c1ccccc1	-5	-9	-5
Cc1cccc(C(=O)NCc2c(C)nc3c(c2C)c(=O)[nH]n3C)c1C	2	·	-3
CCc1c(C#N)c(N)nc(SCC(=O)c2ccc(C)cc2)c1C#N	-2	-4	11
Cc1ccc(CN(Cc2ccc(F)cc2)C(=O)CN(C(=O)c2ccc(F)cc2)C2CCCCC2)s1	-14	-10	·
CCc1nc2n(n1)C(=O)C(C(c1ccco1)N1CCN(CC)CC1)S2 (stereo unspecified)	-3	-6	-7
CCC(Oc1ccccc1)C(=O)ON=C(N)c1ccc(C)cc1 (stereo unspecified)	-10	-7	5
CCCc1cnc2c(c1SCCOC)c(=O)n(C)c(=O)n2C	-11	-9	4
O=C(NCc1ccc2nsnc2c1)c1cn(CCCc2ccccc2)nn1	-7	-9	·
O=C(O)c1cccnc1CN1CCN(c2nsc3ccccc23)CC1	4	3	-4
C=CCn1c(SCc2ccc(C(=O)OC)o2)nnc1-c1ccc(OC)cc1	-6	-6	-4
C[C@H](C(=O)Nc1ccccc1)N1Cc2ccc(N3CCOCC3)nc2C1=O	-5	·	6
CCn1ncc(/C=C/C(=O)c2ccc(I)cc2)c1C	-2	0	-2
Cc1ccc(-c2c(C)oc(C)c2C(=O)N2CCC(Cc3ccccc3)CC2)cc1	-2	-3	-8
Cc1nc(CNC(=O)C2CC2c2ccc(Br)cc2)no1 (stereo unspecified)	-9	·	12
CC1CCc2sc(-c3nnc(SCCCC(=O)c4cccs4)o3)cc2C1 (stereo unspecified)	-6	·	6
COc1cc(C2NCCC(=O)C2(C)C)cc(OC)c1OC (stereo unspecified)	1	·	11
O=C(c1ccc2c(c1)OCO2)N1CCC(c2cn(Cc3ccc(C(F)(F)F)cc3)c3ccccc23)CC1	2	2	7
CCC1CN(C(=O)c2ccc(-c3cccc4c3OCC4)nc2)CCN1C(C)C (stereo unspecified)	-2	-18	7
Oc1ccc(/C=N\Nc2nc(Nc3ccccc3)nc(N3CCOCC3)n2)cc1	-6	-6	-8

2 entries picked at random from those above, as already listed:
SMILES	hcGAS lum	mcGAS lum	NPYLR7 ag
C[C@H](C(=O)Nc1ccccc1)N1Cc2ccc(N3CCOCC3)nc2C1=O	-5	·	6
COc1cc(C2NCCC(=O)C2(C)C)cc(OC)c1OC (stereo unspecified)	1	·	11

(more compounds)
SMILES	hcGAS lum	mcGAS lum	NPYLR7 ag
O=C(C1CN(c2nccc(CCC(F)(F)F)n2)CCN1)N1CCCC1 (stereo unspecified)	-8	·	9
COc1ccc(Cl)cc1CC(=O)NCc1c(C)cc(C)[nH]c1=O	3	1	6
Cc1c(C(=O)N2CCCC2)cc(-c2ccc(Cl)cc2)n1-c1ccccc1	-6	-3	-1
CSCCCNC(=O)C1CCC(=O)N(Cc2ccccn2)C1 (stereo unspecified)	-10	·	7
O=C(NNC(=O)c1cc2ccccc2cc1O)c1ccc(Br)o1	-10	·	15
O=C(CCC(=O)N1CCCCC1c1cccnc1)NC1CCCCCCC1 (stereo unspecified)	-3	-14	23
CC(C)(CCl)C(=O)N1CCC[C@@H]1C(=O)NC1CCC(NC(=O)c2ccccc2)CC1 (stereo partly specified)	-5	-8	17
Cc1ccc(-c2ccsc2C(=O)NC2CCN3CCCCC23)cc1 (stereo unspecified)	-9	·	1
CNC(=O)C1Cc2ccccc2N1C(=O)C1CC1 (stereo unspecified)	-7	-7	-5
Cc1cc(C)n(-c2cc(NCCNC(=O)c3ccc(Br)o3)ncn2)n1	-3	-9	-7
O=C(c1cnccn1)N1CCc2onc(C(c3ccccc3)c3ccccc3)c2C1	-9	·	8
O=S(=O)(Nc1ccccc1)c1ccc2c(c1)OCCO2	-5	-7	2
CCCC(=O)OCC(O)CN(Cc1cccc(C)c1)CC(C)C (stereo unspecified)	0	-1	-2
C=CCn1c(N=Nc2c(O)[nH]c3ccccc23)nc2c1c(=O)n(C)c(=O)n2C	-6	-8	1
O=C(COc1cccc(F)c1)NC1CCc2ccccc21 (stereo unspecified)	-13	-9	22
CC(C(=O)NCCS(N)(=O)=O)c1ccc2ccccc2c1 (stereo unspecified)	2	·	1
CCc1noc(CN(CC)C(=O)c2cccs2)n1	3	·	-4
COc1ccc(C)cc1NC(=O)N1CCC(Cc2ccc(C(C)(C)C)cc2)CC1	-3	-7	20
CCCn1c(=O)c2c(nc3n2CC(C)=NN3CC(=O)OC)n(C)c1=O	4	-2	-6
CCN(CC)c1ccc(/C=N\Nc2ncnc3nc[nH]c23)cc1	-10	·	0
O=C(CC1CSc2nc3c(c(=O)n21)CCC3)N1CCN(Cc2ccccc2)CC1 (stereo unspecified)	-3	·	1
CC(C)c1nnc(SCc2ccccn2)c2c1cnn2-c1ccc(F)cc1	-2	-4	-11
Cc1cc(C)n(-c2cccc(CN(C)Cc3nc(-c4cccs4)no3)c2)n1	-1	-8	2
Cc1ccc(C)c(Cn2c(=O)c3c(nc4n(CCN(C)C)c(C)cn34)n(C)c2=O)c1	-6	·	-1
CCCOc1ccc(-c2ccc(-c3nc(-c4ccccc4Cl)no3)cc2)cc1	5	-3	-10
O=C(CN1CCN(c2ccccc2F)CC1)N1N=C(c2ccccc2F)CC1c1ccc(Cl)cc1 (stereo unspecified)	-9	-4	22
CCOC(=O)c1sc2nc(=O)n3ccccc3c2c1N	4	·	1
Cc1ccc(C(N)=O)c(OCc2nc3ccccc3n2C(F)F)c1	4	·	7
O=C(NC1CCN(c2ccccn2)CC1)c1cc2cc(F)ccc2s1	-6	·	-4
O=C(c1ccccc1F)N(Cc1cccnc1)Cc1nccn1Cc1ccccc1C(F)(F)F	3	-5	5
O=C(Cn1nc(C(F)(F)F)c2c1CCC2)NC1CCCC1	-6	·	-2
COCCN(CC(=O)N1CCc2sccc2C1c1ccccc1C)S(=O)(=O)c1ccc(Cl)cc1 (stereo unspecified)	-15	-6	-3
COC(=O)c1ccc(NC2=CC(=NS(=O)(=O)c3ccc(OC)cc3)c3ccccc3C2=O)cc1	-19	·	-4
COc1ccc(NC(=O)N2CCCN(c3nc(Cc4ccc(Cl)cc4)ns3)CC2)c(OC)c1	1	0	·
Cc1nn(-c2ccc(N3CCN(C(=O)C(C)C)CC3)nn2)c(C)c1C	-1	-4	-6
CC(C)=C1C2CCC1C1C(=O)N(c3nc(-c4ccccc4)c(C)s3)C(=O)C21 (stereo unspecified)	-6	-8	-11
CCCSc1nnc(SCC(=O)Nc2ccc(Cl)cn2)s1	-9	-1	14
